rCAG RNA binder: binders of r(CAG) RNA repeats, primary screen, biochemical, fluorescence; r(CAG) RNA repeat, TO-PRO-1 dye displacement fluorescence; inhibition, % at 3 µM; 370,000 compounds, 1.3% hits;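 active means inhibition above the plate cutoff, the mean of all test compounds on that plate plus 3 SD, cut at about 35% in these data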;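 further: 0% = DMSO alone and 100% = 100 µM mitoxantrone as full dye displacement; higher means more dye released from RNA so lower well fluorescence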
NPR1 activator: GC-A stimulated cGMP production enhancers – HEK293 GC-A cells, cGMP TR-FRET, EC30 ANP, primary screen. 0% at EC30 ANP, 100% saturating ANP. activation, % at 10 µM. 370,000 compounds, 0.14% hits. AID 1671463, 2021; in the data active means activation above about 40%
Target sequence (P16066 whole entry, looked up): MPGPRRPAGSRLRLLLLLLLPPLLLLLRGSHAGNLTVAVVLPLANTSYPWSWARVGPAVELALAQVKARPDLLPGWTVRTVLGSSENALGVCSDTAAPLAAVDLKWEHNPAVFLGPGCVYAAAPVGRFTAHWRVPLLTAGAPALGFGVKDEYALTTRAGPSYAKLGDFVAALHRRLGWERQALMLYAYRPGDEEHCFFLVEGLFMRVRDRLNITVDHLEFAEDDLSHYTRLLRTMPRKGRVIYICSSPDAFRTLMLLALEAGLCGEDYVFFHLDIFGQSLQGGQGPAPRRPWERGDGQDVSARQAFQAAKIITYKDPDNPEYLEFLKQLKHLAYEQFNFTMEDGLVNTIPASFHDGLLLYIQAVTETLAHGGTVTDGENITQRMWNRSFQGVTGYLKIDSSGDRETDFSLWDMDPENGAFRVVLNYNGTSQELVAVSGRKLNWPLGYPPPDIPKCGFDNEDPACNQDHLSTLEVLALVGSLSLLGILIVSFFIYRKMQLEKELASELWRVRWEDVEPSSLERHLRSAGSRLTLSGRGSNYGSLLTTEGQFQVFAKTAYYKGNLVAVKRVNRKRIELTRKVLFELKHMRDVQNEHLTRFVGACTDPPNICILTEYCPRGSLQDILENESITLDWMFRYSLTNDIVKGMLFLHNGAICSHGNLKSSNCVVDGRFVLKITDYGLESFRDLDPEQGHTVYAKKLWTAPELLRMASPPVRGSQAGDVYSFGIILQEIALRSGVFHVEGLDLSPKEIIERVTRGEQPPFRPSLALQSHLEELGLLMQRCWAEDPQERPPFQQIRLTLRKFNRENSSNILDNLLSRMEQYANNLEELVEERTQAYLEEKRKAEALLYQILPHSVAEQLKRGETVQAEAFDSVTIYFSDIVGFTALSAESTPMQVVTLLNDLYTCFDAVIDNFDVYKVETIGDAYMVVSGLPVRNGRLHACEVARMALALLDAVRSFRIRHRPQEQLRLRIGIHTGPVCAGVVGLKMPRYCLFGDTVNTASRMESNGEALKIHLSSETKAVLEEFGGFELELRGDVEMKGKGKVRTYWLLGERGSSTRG
ASAP1 GAP inh: inhibitors of human ASAP1 ArfGAP activity, primary screen, biochemical, fluorescence polarization. Arf-GAP with SH3 domain, ANK repeat and PH domain-containing protein 1 (Homo sapiens), …. ASAP1-stimulated ARF1 GTP hydrolysis, GDP FP detection. inhibition, % at 16.5 µM. 360,000 compounds, 0.19% hits. AID 624377, 2012; in the data active means inhibition above about 25%;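 further: 0% = vehicle with enzyme and substrate and 100% = no enzyme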
GC-B act: human GC-B receptor activators, primary screen, HEK293 GC-B cells, cGMP TR-FRET, EC30 CNP; Atrial natriuretic peptide receptor 2 (Homo sapiens), P20594; 0% at EC30 CNP, 100% saturating CNP; activation, % at 10 µM; 370,000 compounds, 0.11% hits; AID 1920062, 2024;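 active means activation at 10 µM reaching about 35% in either raw or pattern-adjusted values, limit read from the data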
SMARCA2 act: SMARCA2 (BRM) function activators, primary screen, cell-based, luminescence, high throughput; MG213 cells, MMTV-luciferase reporter, dexamethasone, overnight; activation, % at 9.1 µM; 370,000 compounds, 1% hits; in the data active means activation above about 7.8%;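 further: 0% = vehicle wells and 100% = reference activator wells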
Rev-erbA mod: modulators of Rev-erb alpha DNA binding, primary screen, biochemical, FITC-DNA, fluorescence polarization, uHTS | Nuclear receptor subfamily 1 group D member 1 (Homo sapiens), P20393 | Rev-erbα–FITC-DNA binding, 90 min | activity, % at 10 µM | 370,000 compounds, 0.79% hits | AID 1259318, 2017;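 active means activity above about 14%, limit read from the data; passing the limit was not always enough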;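 further: 0% = DMSO wells with 35 nM protein and 100% = DMSO wells with 750 nM protein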
PG9 binder: binders of HIV-1 gp120 antibody PG9, primary screen, biochemical, TR-FRET; HIV-1 gp120 / PG9 antibody interaction; 360,000 compounds, 0.43% hits; TR-FRET gp120-PG9 antibody binding; inhibition, % at 6.7 µM; in the data active means inhibition above about 8.5%
ABHD4 inh: ABHD4 inhibitors, primary screen, biochemical, fluorescence polarization, mouse; (Lyso)-N-acylphosphatidylethanolamine lipase (Mus musculus), Q8VD66; purified mABHD4, FP-Rh probe fluorescence polarization; inhibition, % at 8.92 µM; 370,000 compounds, 0.54% hits;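 active means inhibition exceeding the mean over every tested compound plus 3 SD, cut at about 30% in these data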;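 further: 0% = plate median of compound wells and 100% = S159A mutant with DMSO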
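Assay system: Wild-type mouse ABHD4 protein | Medium: HEPES pH 7.0 buffer, 150 mM NaCl, 0.01% Pluronic F-127 | Incubation: Enzyme–compound pre-incubation 45 min, then probe 60 min, both 25 °C | Technique: Fluorescence polarization with parallel and perpendicular emission, 525/598 nm | Evaluation: % inhibition of FP-Rh probe binding versus controls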
ARFGAP1 inhibitor: inhibitors of rat ARFGAP1 GAP activity, primary screen, biochemical, fluorescence polarization, GDP tracer | ADP-ribosylation factor GTPase-activating protein 1 (Rattus norvegicus), Q62848 | Arfgap1-stimulated ARF1 GTP hydrolysis, GDP FP detection | 360,000 compounds, 0.26% hits | AID 651572, 2012 | inhibition, % at 16.5 µM;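 active means inhibition above a per-plate limit, mean inhibition of low control wells plus 3 SD, cut at about 25% in these data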;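 further: 0% = DMSO wells with enzyme and 100% = wells lacking Arfgap1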
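System: truncated rat Arfgap1 GAP domain / Benchmarks: high control wells lacking Arfgap1, low control full reaction with DMSO / Times: compound-enzyme preincubation 20 min, reaction 120 min, detection 60 min, 25 °C / Repeats: one replicate per compound / Also added: human ARF1(Δ1-17)-GTP substrate / Measured by: Tracer-displacement fluorescence polarization with EDTA stop, 620/688 nm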
HTRA1 inh: HTRA1 serine protease inhibitors, primary screen, biochemical, fluorescence polarization, HTS; recombinant HTRA1, FP-rhodamine activity-based probe; inhibition, % at 5.96 µM; 340,000 compounds, 0.5% hits; in the data active means inhibition above about 36%;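 further: 0% = enzyme with DMSO and 100% = wells lacking enzyme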
* marks the source's active call; other numbers are inactive results; nt = not tested or not shown.

Fields: ARFGAP1 inhibitor, PG9 binder, SMARCA2 act, NPR1 activator, GC-B act, ASAP1 GAP inh, rCAG RNA binder, HTRA1 inh, Rev-erbA mod, ABHD4 inh
[1] Fc1ccc(-c2noc(C3CCN(Cc4cccnc4)CC3)n2)cc1
  2, 1.2, -5, 4, -1, 2, -5, 2, 0, 3
[2] Cc1ccc(S(=O)(=O)N2CCC[C@H]2C(=O)NC2=NCCS2)cc1
  5, -0.6, 4, -1, 3, 1, 2, 1, 10, -5
[3] COC(=O)CCSCC(=O)N1N=C(c2ccc(OC)cc2)CC1c1cccc(OC)c1OC (configuration not stated)
  4, -1.7, -2, -2, 0, 10, -8, -7, 5, 27
[4] Cc1ccccc1NC(=O)c1ccc(COc2ccc3c(C)cc(=O)oc3c2)cc1
  18, 5.5, -4, -6, 1, 10, 4, -7, 0, 6
[5] Cn1ncc2c(NCc3ccccc3)nc(NCCCO)nc21
  10, 0.1, -1, 8, 6, -12, -3, -2, 3, 0
[6] O=C(CN1CCN(S(=O)(=O)c2ccc(Br)cc2)CC1)Nc1ccc2c(c1)OCO2
  3, -1.4, 0, -1, -5, -8, -2, 1, -4, 4
[7] CCc1ccccc1NC(=O)CC1SCCNC1=O (configuration not stated)
  0, 0.4, -4, -1, 0, -5, 5, -1, 1, 0
[8] CSc1ccccc1NC(=O)C(C)N(C)CC(=O)N1CCN(Cc2ccccc2)CC1 (configuration not stated)
  7, -1.4, -2, -3, -5, -2, -4, 8, 3, 7
[9] Cc1ccc(-c2nc3nc4ccccc4nc3n2Cc2ccco2)cc1
  10, -0.2, 3, -3, 5, -11, 2, -10, 3, -8
[10] Cc1ccc(C(C)CCN2CCC(n3nccc3NC(=O)c3ccccc3)CC2)o1 (configuration not stated)
  9, -0.4, -2, 4, -2, -1, -7, 2, 2, -1
[11] Cc1nnc(NC(=O)c2ccc3c(c2)C(=O)N(CC2CCCO2)C3=O)s1 (configuration not stated)
  -1, -1.0, -3, -2, -3, -3, -1, 3, 9, -1
[12] CC(NC(=O)CCC1COc2ccccc2O1)c1ccccc1 (configuration not stated)
  -2, 0.2, 2, -3, 1, 13, -1, -1, -2, 1
[13] Cc1ccc(C(=O)/C=C/Nc2ccc(S(=O)(=O)Nc3cc(C)nc(C)n3)cc2)cc1
  9, -1.2, -1, 3, -2, 17, 16, -4, -1, -7
[14] C#CCOCCOCCOCCNc1nc(N2CCN(C(=O)[C@H](CCC(=O)O)n3cc(C(N)[C@H](C)CC)nn3)CC2)nc(N2CCN(C(=O)[C@H](CCC(=O)O)n3cc(C(N)[C@H](C)CC)nn3)CC2)n1 (some centres not stated)
  -4, 0.7, 2, 3, 2, 10, -7, -2, 1, -4
[15] CCn1c(C)nc2cc(C(=O)OC(C(F)(F)C(F)F)C(F)(F)C(F)F)ccc21
  5, -1.1, 5, 6, 2, -1, -5, -12, -2, -4
[16] CCn1c(=O)c(C(=O)NNC(=O)c2cccc(Cl)c2)c(O)c2ccccc21
  -4, 1.5, -5, -1, -1, -6, 13, 12, 0, 1
[17] CCc1ccccc1N(CC(=O)NCCSCc1ccco1)S(C)(=O)=O
  0, -0.7, -3, 2, 4, -8, -1, 2, -1, -6
[18] Cc1nc(C)c(C(=O)NNC(=O)c2ccc(Br)cc2)s1
  2, -0.3, 0, 1, 4, -1, -1, 2, 4, -7
[19] Cc1ccc(C)c(N2CCN(C(=O)c3ccc4nc(-c5ccco5)c(-c5ccco5)nc4c3)CC2)c1
  -13, 0.2, -6, 0, 3, -10, 29, 7, -1, 42*
[20] COC(=O)[C@@]1(C)[C@H]2C(=O)N(Cc3ccccc3)C(=O)[C@H]2[C@H]2CN=C(SCc3ccc(C#N)cc3)N21
  10, -0.7, -2, -4, 1, 1, 0, 3, -1, 8
[21] CC[C@]12c3[nH]c4cc(CCC(=O)N(C)C)ccc4c3CCN1C(=O)[C@@H](CC(=O)NCCCOC)C[C@@H]2C(=O)N1CCN(C(=O)C2CC2)CC1
  11, -1.3, 2, -2, 0, -6, -1, 8, 0, -3
[22] O=C(O)CCN1C(=O)c2ccc(NC(=O)COc3ccccc3)cc2C1=O
  9, 0.5, -2, 2, 1, 1, -1, 4, 3, 9
[23] Nc1sc(Cc2ccccc2)cc1C(=O)NC1CCCCC1
  -1, 0.4, -4, 3, 3, 3, 12, nt, 3, -3
[24] CC(C)Sc1nnc(Cn2c(=O)sc3ccccc32)n1-c1ccccc1
  -1, -1.1, 0, -4, 1, -13, -1, 1, -4, -3
[25] O=S(=O)(c1ccccc1)c1cnc2ccccc2c1
  0, 1.1, -2, 3, -1, 0, -1, -4, 0, 0
[26] Cc1cc(OCC(=O)C(C)(C)C)c2c(-c3ccccc3)cc(=O)oc2c1
  19, -1.6, 0, -6, -4, -11, 1, -27, 0, -8
[27] CC(C)CCNC(=O)COc1cccc2c1OC(C)(C)C2
  7, -1.1, 1, -1, 1, -16, -7, 8, 14, 1
[28] CN(CC1COc2ccccc2O1)C(=O)c1ccc(N(C)C)cc1 (configuration not stated)
  1, 3.4, 0, 2, -2, -3, -4, 4, 4, 3
[29] O=C(C(=Cc1ccc(F)cc1)c1ccccc1)c1ccc(O)cc1
  -3, -0.8, -3, 68*, 3, -6, 11, -32, 6, -35
[30] Cc1ccccc1OCCCN1CCCC1
  5, -1.0, 0, 2, 5, -16, 2, 3, 2, 13

2 compounds drawn at random from those above:
Fields: ARFGAP1 inhibitor, PG9 binder, SMARCA2 act, NPR1 activator, GC-B act, ASAP1 GAP inh, rCAG RNA binder, HTRA1 inh, Rev-erbA mod, ABHD4 inh
[5] Cn1ncc2c(NCc3ccccc3)nc(NCCCO)nc21
  10, 0.1, -1, 8, 6, -12, -3, -2, 3, 0
[28] CN(CC1COc2ccccc2O1)C(=O)c1ccc(N(C)C)cc1 (configuration not stated)
  1, 3.4, 0, 2, -2, -3, -4, 4, 4, 3

Returning to the listing with the five entries that preceded the break.
Fields: ARFGAP1 inhibitor, PG9 binder, SMARCA2 act, NPR1 activator, GC-B act, ASAP1 GAP inh, rCAG RNA binder, HTRA1 inh, Rev-erbA mod, ABHD4 inh
[26] Cc1cc(OCC(=O)C(C)(C)C)c2c(-c3ccccc3)cc(=O)oc2c1
  19, -1.6, 0, -6, -4, -11, 1, -27, 0, -8
[27] CC(C)CCNC(=O)COc1cccc2c1OC(C)(C)C2
  7, -1.1, 1, -1, 1, -16, -7, 8, 14, 1
[28] CN(CC1COc2ccccc2O1)C(=O)c1ccc(N(C)C)cc1 (configuration not stated)
  1, 3.4, 0, 2, -2, -3, -4, 4, 4, 3
[29] O=C(C(=Cc1ccc(F)cc1)c1ccccc1)c1ccc(O)cc1
  -3, -0.8, -3, 68*, 3, -6, 11, -32, 6, -35
[30] Cc1ccccc1OCCCN1CCCC1
  5, -1.0, 0, 2, 5, -16, 2, 3, 2, 13
[31] CCn1nc(C)c(/C=N/NC(=O)Cn2cncn2)c1C
  -4, -1.6, 2, 4, 2, -6, -1, nt, -2, 4
[32] CC(C)NCC(=O)NC12CC3CC(CC(C3)C1)C2
  -8, -2.6, 0, 8, -3, -9, -2, 1, -7, -5
[33] COc1ccc(-c2n[nH]c(=S)n2/N=C/c2cccn2C)cc1
  7, -0.2, -1, 3, -1, -6, 5, 1, 1, 6
[34] Cc1cccc(-c2nnc3sc(-c4ccccc4)nn23)c1
  -8, -0.6, 0, 4, 0, -23, 1, 2, 82*, 0
[35] Clc1cccc(Cl)c1C[n+]1cccc2ccccc21
  1, -1.2, -7, 5, 11, -8, 2, 3, 7, 1
[36] Cc1c(C(=O)N2CCC[C@H]2C(N)=O)oc2c(F)cccc12
  5, 0.2, -1, 1, 3, 4, -2, 4, -2, -4
[37] CNC(=O)c1ccc(NC(=O)CCNC(=O)Nc2ccccc2)cc1
  5, 0.8, -1, 2, 2, 2, -8, 4, -1, 5
[38] COc1ccc(S(=O)(=O)N(CC(=O)NCc2cccnc2)C2CCCCC2)cc1OC
  -4, -0.9, -1, -1, -1, 3, 2, -3, -6, -1
[39] Cc1cccc(-c2ocnc2C(=O)Nc2ccccc2C(=O)N2CCCC2)c1
  6, 0.2, 3, 1, -3, 15, 1, -8, 2, 3
[40] CN1CCc2c(sc(/N=C/c3ccco3)c2C(N)=O)C1
  -3, -1.2, 0, -3, -2, -2, -6, -5, -4, -1
[41] COc1ccc(OC)c(NC(=O)CSc2nnc(C3CCCCC3)n2-c2ccccc2)c1
  10, -0.2, -6, -22, -15, 6, -6, -14, -5, 5
[42] Cc1onc(-c2ccccc2)c1C(=O)NNC(=S)NC(=O)/C=C/c1ccccc1
  1, -0.9, -2, -4, -4, 8, 12, 10, -1, 0
[43] Cc1cc(C)nc(N(C#N)S(=O)(=O)c2ccccc2Cl)n1
  -8, -0.8, -1, -1, 1, -7, 1, 3, 1, 0
[44] O=c1cc(CSc2ccc(Cl)cc2)nc(N2CCCCC2)[nH]1
  0, -1.8, 4, -5, -1, -13, 1, 2, -6, -1
[45] Cc1c(-c2ccccc2)nc2ccccc2c1C(=O)Nc1ccncc1
  6, -1.7, -2, 2, -5, 4, -3, -6, 3, 0
[46] CC(=O)c1c(N)c(C#N)c(C)n1-c1ccc(Br)cc1
  1, -0.1, 1, 2, 2, -3, 1, -3, -8, -1
[47] COc1ccccc1CN(C)C(=O)c1cccc(S(=O)(=O)N2CCCc3ccccc32)c1
  -7, 2.6, -2, -8, -5, 4, 1, -14, 6, 14
[48] CC1CCCCN1C(=O)Cc1ccc(F)cc1 (configuration not stated)
  -4, -0.6, -3, 2, 1, -2, -2, 3, -6, 1
[49] O=C(CSc1ccc(-c2cccs2)nn1)Nc1ccccc1F
  3, -0.8, 0, 3, -4, 0, -2, -6, -1, -11
[50] O=C(O)/C=C\C(=O)Nc1ccc(N2CCN(c3ccc(F)cc3)CC2)cc1
  -1, -3.7, 0, -4, -2, -6, 12, 43*, -3, 44*
